# Thrombin inh: blocks human thrombin protease activity. alpha-thrombin, Boc-VPR-AMC fluorogenic substrate cleavage. inhibition, % at 5 µM. 0.26% of 220,000 active;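 active = inhibition at or above 40%; inactive = inhibition below 40%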;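 note: 0% = enzyme with no compound and 100% = wells without enzyme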
#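 Material: human alpha-thrombin protein; Also added: Boc-VPR-AMC substrate, 15 µM final; Timing: enzyme reaction carried out at room temperature; Signal: fluorescence, ex 355 nm, em 460 nm; Measure: % inhibition of thrombin; Controls: enzyme without compound as high, wells lacking enzyme as low.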
# Furin inhibitor: blocks human furin protease activity; P09958; purified furin, fluorogenic substrate cleavage; inhibition, % at 30 µM; 0.061% of 220,000 active; AID 463115; in the data active = inhibition above about 25%; note: inactives centre near -15
# KLK5 inh: blocks human kallikrein 5 protease activity. recombinant hK5, fluorogenic AMC substrate cleavage. 0.59% of 210,000 active. Q9Y337. inhibition, % at 5 µM;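 active = inhibition of 40% or more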;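 note: 0% = enzyme controls without compound and 100% = no-enzyme blanks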
# p47phox inh: inhibitors of human p47phox binding; p47phox/p22phox peptide binding, fluorescence polarization, 2 h; inhibition, % at 24.7 µM; 0.53% of 220,000 active; AID 1274;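 note: 0% = p47phox with labelled peptide and 100% = labelled peptide alone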
# eIF4E 4G PPI: blocks eIF4E binding to eIF4G. inhibition, % at 21.7 µM. AID 782. 0.37% of 220,000 active. P63073+Q04637. TR-FRET eIF4E-eIF4GI(517-606) binding, 2 h;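 note: 0% = full FRET control wells and 100% = background wells lacking eIF4GI fragment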
# Target sequence (P63073 whole entry, looked up, the tested form may be a part): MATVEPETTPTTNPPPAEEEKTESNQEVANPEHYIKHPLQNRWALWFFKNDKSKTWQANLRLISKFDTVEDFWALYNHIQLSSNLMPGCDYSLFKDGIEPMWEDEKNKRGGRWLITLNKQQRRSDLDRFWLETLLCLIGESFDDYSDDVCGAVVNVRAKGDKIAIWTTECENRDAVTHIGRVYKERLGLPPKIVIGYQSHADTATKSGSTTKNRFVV
# Target sequence (Q04637 whole entry, looked up, the tested form may be a part): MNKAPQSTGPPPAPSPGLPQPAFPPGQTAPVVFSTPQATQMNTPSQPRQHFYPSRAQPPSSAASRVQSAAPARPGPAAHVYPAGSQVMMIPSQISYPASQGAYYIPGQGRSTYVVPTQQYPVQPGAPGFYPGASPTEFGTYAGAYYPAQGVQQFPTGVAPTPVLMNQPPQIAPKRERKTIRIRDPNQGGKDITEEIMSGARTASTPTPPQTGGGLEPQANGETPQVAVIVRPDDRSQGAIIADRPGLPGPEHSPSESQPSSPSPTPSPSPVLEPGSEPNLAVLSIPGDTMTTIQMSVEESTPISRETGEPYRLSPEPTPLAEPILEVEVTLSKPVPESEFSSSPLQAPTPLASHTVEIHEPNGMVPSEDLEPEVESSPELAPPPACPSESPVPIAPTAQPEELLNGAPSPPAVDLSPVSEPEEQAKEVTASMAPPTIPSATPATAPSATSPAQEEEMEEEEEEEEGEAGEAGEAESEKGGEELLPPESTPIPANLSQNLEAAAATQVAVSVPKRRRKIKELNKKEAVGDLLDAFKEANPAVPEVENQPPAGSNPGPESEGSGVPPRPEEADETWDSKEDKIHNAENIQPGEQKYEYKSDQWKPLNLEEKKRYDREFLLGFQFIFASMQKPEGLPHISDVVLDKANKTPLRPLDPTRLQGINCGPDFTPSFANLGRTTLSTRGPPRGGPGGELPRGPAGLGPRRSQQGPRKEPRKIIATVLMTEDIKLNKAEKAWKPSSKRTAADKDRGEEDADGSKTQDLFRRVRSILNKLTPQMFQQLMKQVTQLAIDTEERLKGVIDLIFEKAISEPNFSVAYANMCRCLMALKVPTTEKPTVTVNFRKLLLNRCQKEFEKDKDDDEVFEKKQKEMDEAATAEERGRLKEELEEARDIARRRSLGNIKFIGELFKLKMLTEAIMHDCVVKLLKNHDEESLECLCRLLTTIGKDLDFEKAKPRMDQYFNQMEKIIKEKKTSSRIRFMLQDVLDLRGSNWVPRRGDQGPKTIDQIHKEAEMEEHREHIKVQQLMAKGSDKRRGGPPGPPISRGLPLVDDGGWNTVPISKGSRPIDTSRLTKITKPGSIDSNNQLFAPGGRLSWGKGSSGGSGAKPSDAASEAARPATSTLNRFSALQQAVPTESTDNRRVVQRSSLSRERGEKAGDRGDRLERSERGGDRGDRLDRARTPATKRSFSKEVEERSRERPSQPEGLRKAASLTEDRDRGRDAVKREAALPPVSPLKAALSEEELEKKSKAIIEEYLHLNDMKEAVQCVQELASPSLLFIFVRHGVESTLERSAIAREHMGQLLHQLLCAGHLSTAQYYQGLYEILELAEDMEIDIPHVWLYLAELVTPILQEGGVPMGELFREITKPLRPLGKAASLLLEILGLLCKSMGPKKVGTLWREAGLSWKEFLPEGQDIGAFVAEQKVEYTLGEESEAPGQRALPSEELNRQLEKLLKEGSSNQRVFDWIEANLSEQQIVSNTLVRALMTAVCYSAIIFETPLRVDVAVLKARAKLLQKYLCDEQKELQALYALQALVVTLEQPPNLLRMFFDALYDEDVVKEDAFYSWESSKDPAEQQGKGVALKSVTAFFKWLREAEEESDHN
# Cl transport mod: modulates chloride dependent transport by human KCC2. Q9H2X9. KCC2 cells, thallium flux FluoZin-2 fluorescence. B-score of Tl+ flux slope (higher = more flux/activation; lower = inhibition) at 10 µM. 2.2% of 190,000 active;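 active = thallium flux slope and its plate-corrected score both differing from the plate sample mean at a set confidence after two filtering rounds, in either direction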;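 note: slope of fluorescence scaled to starting intensity during 10 to 20 s after thallium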
# EBV gp42 inh: blocks Epstein-Barr virus glycoprotein 42 binding; Q1HVG2; Fluorescence polarization binding assay, mP read-out; inhibition, % (tested at 21.74 µM); 0.42% of 220,000 active; AID 1085; in the data active = inhibition above about 50%
# 14-3-3 Bad inh: disrupts binding of bovine 14-3-3 zeta to phospho-Bad peptide; TR-FRET 14-3-3zeta/Dy647-pBad peptide displacement, 1 h; AID 781; P63103; 0.71% of 220,000 active; inhibition, % at 21.7 µM;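 active = inhibition above about 70%, limit read from the data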;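 note: 0% = full 14-3-3 plus peptide FRET controls and 100% = background without 14-3-3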
# Rad51 HR inh: blocks human Rad51 in homologous recombination; hRad51 DNA strand exchange, fluorescence dequenching; inhibition, % at 10 µM; 0.085% of 200,000 active; AID 1385;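 active = inhibition above 40% at the single screening dose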;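 note: 0% = DMSO control wells and 100% = blanks with heterologous ssDNA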
#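 Material: human Rad51–ssDNA filaments; Probe or stimulus: labelled 47-mer dsDNA for strand exchange; Doses: single 10 µM dose; Incubation: 37 °C 15-min filament assembly, 30-min compound preincubation, 15-min exchange; Technique: FRET fluorescence dequenching, excitation 485 nm, emission 520 nm; Measure: Fluorescence-based percent inhibition, control- and blank-normalised; Benchmarks: plate control and blank wells.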
# * = called active by the depositor; · = no result given; [ ] = remark or other dose.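 Rule for the calls, unless noted: active = inhibition above about 30% (limit read from the data); inactive = the rest.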 Rows are unselected; any-hit rate near 4.7%.
SMILES,Thrombin inh,Furin inhibitor,KLK5 inh,p47phox inh,eIF4E 4G PPI,Cl transport mod,EBV gp42 inh,14-3-3 Bad inh,Rad51 HR inh
Cc1cc(C)c2c(NC(=O)C3CC3)nn(C)c2n1,6,-31,-20,-9,-7,0.28,-6,-8,18
COCCNC(=O)c1c[nH]c2ccc(S(=O)(=O)N3CCC4(CC3)OCCO4)cc2c1=O,-2,-11[20 µM],-11,-6,4,·,-8,7,-8
CCOC(=O)c1nc(N)c(=O)n(-c2ccccc2)n1,0,-11,-8,-2,4,1.2,1,15,0
Cc1cccc(N2CCN(C(=O)c3ccc(CNc4c(N5CCC(C)CC5)c(=O)c4=O)cc3)CC2C)c1 (centres undefined),0,-32,0,4,-6,-1.1,-5,-10,4
Cc1nc2ccccc2n1/C(=N/S(=O)(=O)c1ccc(Br)cc1)c1ccccc1,3,-24[20 µM],16,-7,-5,·,-8,7,-2
CC1=NN(c2ccccc2)C(=O)/C1=C\N1CC(C)OC(C)C1 (centres undefined),-4,-5,0,-2,1,0.32,-3,-6,-2
O=C(N/N=C/c1ccc(OCCCF)cc1)c1ccc(C(F)(F)F)cc1,-13,-12,4,-4,-1,-0.19,-5,-12,5
O=C(NNS(=O)(=O)c1ccccc1)c1cnn(-c2ccc(Cl)cc2)c1C(F)(F)F,-6,-26,-7,-2,3,0.89,-2,-1,5
CC(C)Sc1nc(NCc2ccco2)c2c3c(sc2n1)COC(C)(C)C3,4,-21,-27,-92,6,0.38,-10,-14,-8
Cc1ccc2oc(=O)c(/C=C(\O)C(C)(C)C)nc2c1,-10,-24,-4,-2,1,0.72,-5,-20,9
Cc1onc(-c2c(F)cccc2Cl)c1C(=O)OCC(=O)c1c(N)n(C)c(=O)n(C)c1=O,-1,-16,5,-11,-1,-1.1,-3,-8,6
Cc1cc2nc(/N=C(\N)NC(=O)C(C)C)nc(C)c2cc1C,14,-18,1,-10,-2,-0.14,-5,-5,-1
COc1cccc(CNc2ccc(Br)cn2)c1O,3,-27,3,-3,-1,-1.7,-21,-4,-9
CCO[C@@H]1OC(C(=O)NCc2ccccc2)=C[C@H](c2ccc(Br)cc2)[C@H]1CCCO,-3,-11,2,-14,0,-0.96,-10,9,-1
O=C(CSc1nc2ccccc2s1)N1CCOCC1,-4,-21[20 µM],-11,-7,8[fluorescence artefact?],-0.91,-26,1,·
O=C(NCc1ccc2c(c1)OCO2)c1n[nH]c(=O)c2ccccc12,-14,-34,6,-8,-1,0.13,-4,-16,5
CS(=O)(=O)N1CCCC(C(=O)NCCCN2CCC(Cc3ccccc3)CC2)C1 (centres undefined),-1,-33[20 µM],5,-5,-1,·,-13,1,0
Oc1ccc(CN2CCCc3ccccc32)c2cccnc12,4,-7,-13,12,-2,·,-12,9,-2
Cc1ccc(C(=O)NNc2cc(N3CCCC3)nc(N3CCCC3)n2)cc1,2,-16[20 µM],-17,-14,-3,·,1,-11,1
O=C(Cn1c(C(F)(F)F)nc2ccccc21)c1ccc(Br)cc1,1,-14[20 µM],24,2,-1,0.015,-20,0,5
CCOc1cc(-c2nc(C)c(C(C)=O)n2O)ccc1OCC(=O)Nc1ccccc1,1,-29,-5,-13,2,-0.064,-9,-8,5
Cc1ccc(-n2c(SCC(=O)NCCN3C(=O)CSC3=O)nnc2-c2cccc(C)c2)cc1,-2,-19,-11,-6,-1,·,-7,-3,-3
CCOc1ccc(Nc2c3c(nc4ncnn24)CC(C)CC3)cc1 (centres undefined),-1,-9,-10,-8,-6,-1.3,6,-1,5
CC(=O)N1N=C(c2ccc(C)c([N+](=O)[O-])c2)OC1(C)C,-3,-8,-1,-5,-4,-0.24,-12,0,-1
COc1ccc(Cl)cc1NC(=S)NCc1cccs1,-10,-18,8,-4,1,-1.6,-6,-9,6
O=C1CC(c2ccc(F)cc2)Sc2nc(C34CC5CC(CC(C5)C3)C4)nn21 (centres undefined),5,-6,-3,-1,-2[fluorescence artefact?],0.47,-9,5,31
O=C(CCNS(=O)(=O)c1ccc(Br)s1)NCc1ccccc1Cl,2,-5,0,-11,4,-1.8,-4,-2,-9
CC(C)Oc1ccc(/C(O)=C2/C(=O)C(=O)N(CCN(C)C)C2c2cccs2)cc1 (centres undefined),-8,-13,-14,-5,19,-0.21,-11,-12,-6
O=C(NC1CCCC1)C(c1ccco1)N(Cc1ccccc1)C(=O)c1csnn1 (centres undefined),-2,-14[20 µM],-5,7,-8,-0.37,-13,15,-4
COc1ccc(C2CC(=O)C(C=NCCN3CCN(C(=S)Nc4ccccc4)CC3)=C(O)C2)cc1OC (centres undefined),-6,-17,-5,-3,-1,-0.13,6,-13,6
Cc1ccc(-c2ccc(CCC(=O)O)n2CC2CCCO2)cc1 (centres undefined),1,-11[20 µM],-20,-4,2,-0.62,-10,4,-5
Cc1ccc(CNC(=O)C2CCCN(C(=O)N(C)C)C2)cc1 (centres undefined),-1,-1[20 µM],-7,7,2,0.28,-11,1,6
CCCCN1C(=O)C(=O)N(CC(=O)NC2CCCc3ccccc32)C1=O (centres undefined),-5,-21,-1,-7,-3,0.82,-2,-1,-1
COc1ccc(CC(=O)NC2=NCCS2)cc1,-3,-19[20 µM],-10,-6,2,0.021,-2,-6,-5
COc1ccc(C[C@H]2CN3C(=NC[C@H]3Cc3ccccc3)N2CCNC(=O)c2ccc(C)c(Br)c2)cc1,2,-29,2,5,-3,0.42,-16,-3,4
CCOc1cc(S(=O)(=O)NC2CCCC2)ccc1Cl,-2,-20[20 µM],2,-11,-5,-1.7,-17,-3,-5

# Rewritten bar-delimited: six of the compounds above.
canonical_smiles | Thrombin inh | Furin inhibitor | KLK5 inh | p47phox inh | eIF4E 4G PPI | Cl transport mod | EBV gp42 inh | 14-3-3 Bad inh | Rad51 HR inh
COc1ccc(Cl)cc1NC(=S)NCc1cccs1 | -10 | -18 | 8 | -4 | 1 | -1.6 | -6 | -9 | 6
O=C1CC(c2ccc(F)cc2)Sc2nc(C34CC5CC(CC(C5)C3)C4)nn21 (centres undefined) | 5 | -6 | -3 | -1 | -2[fluorescence artefact?] | 0.47 | -9 | 5 | 31
O=C(CCNS(=O)(=O)c1ccc(Br)s1)NCc1ccccc1Cl | 2 | -5 | 0 | -11 | 4 | -1.8 | -4 | -2 | -9
CC(C)Oc1ccc(/C(O)=C2/C(=O)C(=O)N(CCN(C)C)C2c2cccs2)cc1 (centres undefined) | -8 | -13 | -14 | -5 | 19 | -0.21 | -11 | -12 | -6
O=C(NC1CCCC1)C(c1ccco1)N(Cc1ccccc1)C(=O)c1csnn1 (centres undefined) | -2 | -14[20 µM] | -5 | 7 | -8 | -0.37 | -13 | 15 | -4
COc1ccc(C2CC(=O)C(C=NCCN3CCN(C(=S)Nc4ccccc4)CC3)=C(O)C2)cc1OC (centres undefined) | -6 | -17 | -5 | -3 | -1 | -0.13 | 6 | -13 | 6

# Continuation:
SMILES,Thrombin inh,Furin inhibitor,KLK5 inh,p47phox inh,eIF4E 4G PPI,Cl transport mod,EBV gp42 inh,14-3-3 Bad inh,Rad51 HR inh
COc1cc(NC(=O)CSc2nnc3n2C(C)(C)Cc2ccccc2-3)cc(OC)c1,3,-15,-4,-7,-8[fluorescence artefact?],·,-11,0,-4
C#CC(CC)(CC)NC(=S)Nc1ccc(S(N)(=O)=O)cc1,-8,-6,-24,-2,0,-0.085,13,-10,-5
c1ccc2c(c1)OCCOCCOCCO2,1,-27,0,3,-1,-0.015,-9,-5,1
O=C(c1ccco1)N(Cc1cccs1)C1CCS(=O)(=O)C1 (centres undefined),0,-14[20 µM],-27,-5,-16,-0.11,-13,6,2
O=C(OCN1C(=O)c2ccccc2C1=O)C1CCCCC1,1,-22,5,-8,4,·,-9,-1,5
COc1ccc(NC(=O)CCCC2=NS(=O)(=O)c3ccccc3N2)cc1,2,-3,-4,7,-1,-1.3,-2,-3[fluorescence artefact?],·
COc1ccc(NC(=O)Nc2ccc3nccnc3c2)cc1,5,-16,3,-16,6,0.6,-12,-4,27
Cc1cccc(C(=O)Nc2cccc(-c3cnc4ccccc4n3)c2)c1,-5,-12[20 µM],-3,-10,6,·,-2,2,4
CCOC(=O)c1ccc(Oc2nc(OC)cc(OC)n2)cc1,2,-22,6,-8,3,-0.072,0,6,5
COc1ccc(C2=NN(S(C)(=O)=O)C(c3cccs3)C2)cc1OC (centres undefined),-6,-19,0,-42,1,-0.51,-14,-17,-1
CSc1sc(C(=O)NCC2CC2)cc1S(=O)(=O)C(C)C,0,-23,3,-19,-6,0.24,-13,1,-1
Cc1ccc(/C=C/C(=O)N2CCc3ccccc3C2)cc1,2,-18[20 µM],16,-20,-2,0.023,-10,-1,·
CN(C)CCN(Cc1ccccc1)c1ccnc(N(C)C)c1C#N,-4,-18,-3,4,-2,0.31,-5,42,·
O=S1(=O)NC(=NC2CCCCCC2)c2ccccc21,-17,-20[20 µM],-7,-4,-3,1.4,-17,2,-5
CCn1nc2cc(C(=O)NCCc3cccs3)ccc2c1OC,3,-13[20 µM],-42,-18,1,1.4,-25,-2,-7
O=C(c1ccc(Cl)cc1)n1c(NCc2ccccc2)n[nH]c1=S,0,-16,-5,-7,0,0.53,-11,82*,0
CN(CC(=O)Nc1ccc(S(=O)(=O)N2CCCC2)cc1)Cc1ccc(Cl)cc1,-9,-11,-13,-4,15,0.87,-1,-17,7
CC1Cc2nc(SCC(=O)NCc3ccco3)n(Cc3ccccc3)c(=O)c2S1 (centres undefined),-4,-11,-4,2,-7,-0.8,-5,8,-7
O=C1c2cccc3c([N+](=O)[O-])ccc(c23)C(=O)N1c1ccccn1,2,5[20 µM],-11,4,15[fluorescence artefact?],-0.61,16,15[fluorescence artefact?],-15
O=C(NCc1ccc2c(c1)OCO2)C1Cc2ccccc2CN1C(=O)c1ccco1 (centres undefined),7,-31,2,0,0,-0.061,-9,-4,-38
CCN(CC)c1ccc2c(C)c(Cl)c(=O)oc2c1,-15,-33,·,-6,5,1.1,22,1,·
O=C(CN1CCOCC1)OCCCC1CCCCC1,-18,-28,2,-3,3,·,-25,-7,2
CCCCNc1c(N)n(CCC)c(=O)[nH]c1=O,-3,-19,-1,-6,2,0.25,33,1,-2
CCOC(=O)C1C(c2ccc3c(c2)OCO3)NC(=O)NC1(O)C(F)(F)F (centres undefined),-2,-11[20 µM],-2,0,0,0.057,-23,1,4
CCCCC(=O)Nc1nnc(CCOC)s1,-4,-22,10,-1,0,0.79,-11,-7,6
Cn1c(SCC(=O)Nc2nccs2)nnc1-c1ccncc1,-7,-28,-29,-14,1[fluorescence artefact?],-0.84,-3,-10,-9
CCOC(=O)c1c(C)n(C)c2ccc(OC)c(NC(=O)CN3CCCCC3)c12,4,-6,-1,-4,3,0.89,-11,-6,·
COc1ccc(CN=C2NC(=O)CC(C(=O)Nc3ccc([N+](=O)[O-])cc3C)S2)cc1 (centres undefined),-4,-11,-22,3,4,-0.69,-7,-14,-1
CCCN1C(=O)/C(=C2\SC(=S)N(c3c(C)n(C)n(-c4ccccc4)c3=O)C2=O)c2ccccc21,-3,-19,0,-3,1,0.68,-14,-1,-12
CC(=O)N1N=C(c2ccc(Cl)cc2)OC1(C)C,-3,-12,-3,1,3,0.88,-20,-5,4
COc1ccc(C2C(C(C)=O)=C(O)C(=O)N2Cc2cccnc2)cc1 (centres undefined),0,-11[20 µM],-10,4,-4,·,-8,39[fluorescence artefact?],-4
CCOC(=O)c1ccc(NC(=O)NCc2ccc(OC)cc2)cc1,1,-31,4,-7,0,-0.23,-12,79*,-9
COc1ccc(/C=C2/CCc3ccccc3C2=O)cc1CN1CCOCC1,1,-10,0,-4,-1,-3.6,-10,14,·
